PKA-R1A act – activators of PKA-R1A holoenzyme, primary screen, biochemical, fluorescence polarization, Cy5-IP20, bovine R1A, mouse PKAc | cAMP-dependent protein kinase type I-alpha regulatory subunit (Bos taurus) + … | PKA-R1A dissociation; scaled: DMSO 0%, 113 µM cGMP 100% | activation, % at 11.4 µM | 340,000 tested, 0.083% active;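 active = percent activation above the mean of all tested compounds plus 3 SD, cut at about 19% in these data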;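 also: higher means more PKAc released from R1A so a rise in polarization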
Ecoli viability – E. coli V3065 growth inhibition, primary screen, counter-screen for AddAB inhibitor project, absorbance, OD600; inhibition, % at 11.9 µM; 330,000 tested, 0.27% active; 18 h;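 active = inhibition above the campaign's mean inhibition across all tested compounds plus 3 SD, cut at about 9.9% in these data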;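 also: uninfected addAB+ strain grown without phage in ampicillin broth; 0% = DMSO wells and 100% = ciprofloxacin 0.95 µg/ml wells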
phage Ecoli inh – growth loss of phage-infected E. coli, primary screen, RecBCD inhibitor project, absorbance, with phage, HTS; inhibition, % at 11.9 µM; 360,000 tested, 0.26% active; in the data active = inhibition above about 11%
HTR5A ag – HTR5A agonists in luminescence cell assay, primary screen, counter-screen for OPRM1-OPRD1 heterodimer agonist project, full-deck HTS | 5-hydroxytryptamine receptor 5A (Homo sapiens), P47898 | cell-based | activation, % at 9.3 µM | 340,000 tested, 0.61% active; in the data active = activation mostly above about 9.5%, no sharp cut-off; inactive = mostly below about 7.6%;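 also: 0% = cells with vehicle only and 100% = reference agonist; strong numbers were not always called active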
Mot1-301 SUMO – yeast Mot1-301 growth rescue at high temperature, primary screen, SUMOylation pathway inhibitor project, S. cerevisiae, ATP luminescence, 38.5C. S. cerevisiae Mot1-301 growth rescue; percent above DMSO median, 100 means doubled. 320,000 tested, 1% active. AID 2716, 2010. growth rescue, % at 18.8 µM;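 active = every valid replicate shows activation above 250% relative to neutral control wells; inactive = the rest, any valid replicate at or below 250%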;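 also: OY570 slx delta 5 strain wells were the positive control but not used for scaling; some compounds called inactive have numbers as strong as hits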
OPRM1-OPRD1 ag – agonists of OPRM1-OPRD1 heterodimerization, primary screen, cell-based, luminescence. cells. Mu-type opioid receptor (Homo sapiens) + Delta-type opioid receptor (Homo sapiens), …. 340,000 tested, 0.3% active. activation, % at 9.3 µM; in the data active = activation above about 18%;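 also: 0% = vehicle-treated cells and 100% = reference agonist; values of inactives mirror those of a sister screen read the other way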
PfHsp90 yeast 2 – growth inhibition of PfHsp90-expressing yeast, primary screen, antimalarial PfHsp90 inhibitor project, S. cerevisiae, BacTiter-Glo luminescence, single point, set 2; 310,000 tested, 0.32% active; inhibition, % at 9.4 µM; AID 504621, 2011; BacTiter-Glo ATP, 48 h; yeast lacking PDR1 and PDR3 efflux regulators;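 active = every replicate shows inhibition above about 80%, whatever the replicate mean, limit read from the data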;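 also: 0% = DMSO neutral controls and 100% = 20 µM radicicol positive controls; yeast relying on Plasmodium falciparum Hsp90 in place of its own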
AddAB inh – growth inhibition of E. coli expressing H. pylori AddAB, primary screen, AddAB inhibitor project, absorbance; inhibition, % at 11.9 µM; 330,000 tested, 0.29% active; in the data active = inhibition above about 12%;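 also: 0% = vehicle wells of infected cells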
HTR5A inv ctr – HTR5A inverse agonists in luminescence cell assay, primary screen, counter-screen for OPRM1-OPRD1 heterodimer inverse agonist project, full-deck HTS | HTR5A cell line, inverse agonism | inhibition, % at 9.3 µM | 340,000 tested, 0.083% active | AID 504634, 2011; in the data active = inhibition mostly above about 23%, no sharp cut-off; inactive = mostly below about 18%;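 also: 0% = cells with DMSO and 100% = no-cell wells with DMSO; some compounds called inactive have numbers as strong as hits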
MOR-DOR inv ag – inverse agonists of MOR-DOR heterodimerization, primary screen, cell-based, luminescence | Mu-type opioid receptor (Homo sapiens) + Delta-type opioid receptor (Homo sapiens), … | cell-based MOR-DOR heterodimer luminescence, inverse agonism | inhibition, % at 9.3 µM | 340,000 tested, 0.21% active; in the data active = inhibition above about 22%, passing the limit was not always enough;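 also: 0% = cells with DMSO and 100% = wells without cells with DMSO; values of inactives mirror those of a sister screen read the other way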
Pemphigus Ab inh – inhibitors of pemphigus antibody binding to DSG3, primary screen, biochemical, bead-based, flow cytometry, scFv-GFP. AID 588358, 2011. 310,000 tested, 0.48% active. binding (percent of control), % at 10 µM. DSG3-coupled beads, scFv-anti-DSG3-GFP binding; active compounds read low. Desmoglein-3 (Homo sapiens), P32926;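 active = binding more than 3 SD below its plate's average and above zero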;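 also: hits lower antibody fragment binding to DSG3; some compounds called inactive have numbers as strong as hits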
Target sequence (P32926 whole entry, looked up, the tested form may be a part): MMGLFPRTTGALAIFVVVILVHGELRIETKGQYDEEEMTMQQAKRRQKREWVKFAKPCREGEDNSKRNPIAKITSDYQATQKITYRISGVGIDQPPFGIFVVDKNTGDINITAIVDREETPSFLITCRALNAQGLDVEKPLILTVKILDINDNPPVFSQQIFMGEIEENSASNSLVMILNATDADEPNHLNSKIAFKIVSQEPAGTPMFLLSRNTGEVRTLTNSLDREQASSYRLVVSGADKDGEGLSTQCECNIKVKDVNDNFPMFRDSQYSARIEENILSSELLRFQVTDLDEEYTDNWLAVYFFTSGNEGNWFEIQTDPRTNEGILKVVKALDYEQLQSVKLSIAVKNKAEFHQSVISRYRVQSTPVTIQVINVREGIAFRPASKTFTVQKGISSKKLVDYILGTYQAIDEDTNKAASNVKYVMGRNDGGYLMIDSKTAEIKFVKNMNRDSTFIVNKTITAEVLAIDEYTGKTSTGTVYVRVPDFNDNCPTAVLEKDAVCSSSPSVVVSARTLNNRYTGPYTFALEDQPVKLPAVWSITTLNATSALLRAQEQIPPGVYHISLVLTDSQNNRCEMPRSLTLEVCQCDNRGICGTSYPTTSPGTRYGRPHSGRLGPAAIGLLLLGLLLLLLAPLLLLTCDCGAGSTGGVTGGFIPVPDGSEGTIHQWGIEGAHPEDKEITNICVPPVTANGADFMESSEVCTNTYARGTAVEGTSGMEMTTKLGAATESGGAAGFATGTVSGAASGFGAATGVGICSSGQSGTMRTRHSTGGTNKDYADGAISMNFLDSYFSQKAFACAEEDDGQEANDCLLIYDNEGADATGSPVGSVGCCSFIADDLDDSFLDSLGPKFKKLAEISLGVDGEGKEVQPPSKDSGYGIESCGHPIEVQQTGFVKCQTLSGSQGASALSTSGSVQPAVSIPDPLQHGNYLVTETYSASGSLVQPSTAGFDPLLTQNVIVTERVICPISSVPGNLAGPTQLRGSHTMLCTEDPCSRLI
Numbers without * were called inactive; · = not tested or not shown. No enrichment for hits (roughly 3.2% active in at least one column).

SMILES	PKA-R1A act	Ecoli viability	phage Ecoli inh	HTR5A ag	Mot1-301 SUMO	OPRM1-OPRD1 ag	PfHsp90 yeast 2	AddAB inh	HTR5A inv ctr	MOR-DOR inv ag	Pemphigus Ab inh
O=C(CN(C(=O)CSc1nnc(COc2ccccc2)o1)c1ccc(F)cc1)NC1CCCCC1	-6	-3.0	1.2	0	2	2.4	-6	-1.1	-17	-13	104
CC(OC(=O)c1ncc(Cl)c(Cl)c1Cl)C(=O)NC1CCCCC1C (stereo not given)	-7	-0.6	0.4	0	27	-1.3	·	-1.4	-1	8	101
COc1ccc(C2=NOC(C(=O)NCc3cccnc3)C2)cc1OC (stereo not given)	-2	-1.3	0.0	-2	37	-3.2	3	1.6	9	14	91
O=[N+]([O-])c1cc(/C=N\Nc2nc(-c3ccccc3)cs2)ccc1O	-4	-2.3	3.3	-1	107	5.0	-22	0.3	2	-29	102
Cc1ccc(NC(=O)C2C3CCC(O3)C2C(=O)O)cc1C (stereo not given)	-13	-2.6	0.3	0	486	-5.0	-3	2.6	0	23	101
Cc1ccc(NC(=O)c2ccccc2NS(=O)(=O)c2ccc(Cl)s2)cc1S(=O)(=O)N1CCOCC1	-10	2.3	4.1	7	304	1.9	5	2.9	-19	-12	90
Cc1cc(C(=O)COc2ccc3ccc(=O)oc3c2)c(C)n1Cc1cccs1	-10	-0.9	2.1	3	-7	2.2	10	3.0	1	-11	93
CCN(CC)C(=O)CN1C(=O)COCC1=O	-7	0.0	2.7	6	-1	-1.1	1	-0.4	-15	6	101
CC#CC(=O)N1CCC(Oc2cccc(C(=O)NCc3ccccn3)c2)CC1	-1	-0.3	-0.4	3	17	-0.5	58	-0.3	14	3	115
COc1cc(C2Nc3cccc4cccc(c34)N2)ccc1OC(C)=O	-2	-1.5	·	-2	-14	1.2	-7	0.0	-20	-6	81
CCn1c(SCC(=O)NC)nnc1C(C)C	-2	-1.3	1.7	-4	5	-2.5	19	0.5	-1	14	100
N#Cc1nc(Cc2ccccc2)oc1NCc1ccccc1Cl	3	3.5	3.7	-3	·	5.3	-9	3.0	-23	-30	107
O=C(NCCc1ccccc1)C(=O)N/N=C/c1ccc2c(c1)OCO2	-3	-1.7	0.2	2	9	7.3	6	-2.2	-8	-39	105
O=C(NNC(=S)NCc1ccco1)c1ccc(S(=O)(=O)N2CCOCC2)cc1	-4	-0.2	0.8	-4	-8	-1.4	-39	0.8	10	6	·
CCOc1cc(C2C(C#N)=C(N)Oc3n[nH]c(C)c32)ccc1OCCN1CCOCC1 (stereo not given)	-3	-1.2	1.1	2	-5	1.0	-6	3.8	-11	-5	104
NS(=O)(=O)c1ccc(NC(=O)c2cc(Cl)sc2Cl)cc1	2	-0.2	-1.7	3	18	-0.2	6	2.3	-11	1	102
Cc1ccc2nc(-c3ccccc3)c(CN3CCSCC3)n2c1	-1	2.5	1.6	4	-9	2.6	7	0.5	-11	-13	98
CC(=O)Nc1ccc2nc(N)sc2c1	3	1.9	-0.1	4	-3	-1.0	19	-0.3	-14	6	100
CCOC(=O)N1CCN(C(=O)CSC2=NS(=O)(=O)c3cc(Cl)ccc3N2)CC1	10	-1.0	0.0	1	-9	-0.7	7	-2.2	3	4	96
CC/C(=N\NC(=O)CSCc1ccccc1Br)c1ccc2c(c1)OCCO2	-4	-2.8	1.3	-1	8	0.1	-39	-2.0	-2	-1	·
CN(C)S(=O)(=O)c1ccc(NC(=O)CSc2nc3ccccc3n2-c2ccccc2)cc1	-8	2.0	3.0	-8	-4	2.8	-17	1.4	19	-15	99
CC(=O)Nc1ccc(Sc2ncccc2C(=O)Nc2cc(Cl)cc(Cl)c2)cn1	-4	-0.3	2.2	4	15	-0.8	-20	1.0	-12	4	80
CC1CCCC(NC(=O)CCC(=O)N2CCOc3ccccc32)C1C (stereo not given)	1	-1.8	-0.4	1	3	-1.1	14	3.5	24	6	·
CCOC(=O)c1c(C)[nH]c(C(=O)COC(=O)[C@H](C)NC(=O)c2ccccc2Cl)c1C	2	-1.0	3.8	2	-3	-0.4	-20	4.8	-6	2	105
CC(C)c1ccccc1OCCNS(C)(=O)=O	-13	-0.3	2.5	6	13	-0.2	-13	-0.3	-17	1	106
(cont.)
SMILES	PKA-R1A act	Ecoli viability	phage Ecoli inh	HTR5A ag	Mot1-301 SUMO	OPRM1-OPRD1 ag	PfHsp90 yeast 2	AddAB inh	HTR5A inv ctr	MOR-DOR inv ag	Pemphigus Ab inh
CCc1ccc2nc3sc(C(=O)Nc4nnc(CC)s4)c(N)c3cc2c1	-3	1.9	0.8	4	44	1.8	-5	2.7	-8	-11	102
CCc1cc(C(=O)NNC(=S)NC2CCCCC2)cs1	6	1.8	-4.6	-3	-5	0.8	-64	1.3	8	-3	103
NC(=O)C(=O)NCCCN1CCOCC1	-16	0.6	-0.9	-4	-4	-0.4	·	3.8	-1	2	130
Cc1cccc(Nc2ccccc2C(=O)OCC(=O)N(C)C2CCS(=O)(=O)C2)c1C (stereo not given)	-1	1.6	0.9	1	4	1.4	-8	1.8	-1	-8	94
COc1ccc2c(C(=O)c3ccc(C)cc3)n(Cc3ccc(C(N)=O)cc3)[n+]([O-])c2c1	0	-1.5	2.6	1	-1	-2.4	14	-0.3	16	14	98
CN1CCc2c(C#N)c(N3CCOCC3)nc(NCC3CCCO3)c2C1 (stereo not given)	·	0.8	2.5	·	-25	·	·	-1.3	·	·	98
O=C(CCc1nc(-c2ccccc2)no1)NC1CCCCC1	0	-0.7	2.2	-1	-12	-2.9	22	-0.1	-10	16	105
O=C(O)/C=C/c1ccc(S(=O)(=O)Nc2ccc(C(=O)NCC(=O)O)cc2)cc1	2	1.8	-1.1	-6	-13	0.9	·	-0.3	-23	-4	111
COc1cc(C2Nc3ccccc3C(=O)N2c2ccc(Cl)cc2)c(Cl)cc1OCC(=O)O (stereo not given)	-15	1.8	4.6	-2	-27	-1.1	-9	5.1	8	6	102
O=C1c2ccccc2C(=O)N1CCCCNc1ccccc1	-2	·	-0.1	-2	·	-1.0	·	·	9	5	101
COc1ccc(NC(C)=O)cc1S(=O)(=O)Nc1cccc(S(=O)(=O)NC2=NCCC2)c1	1	-1.9	-0.7	-2	5	-3.5	10	-0.7	5	14	·
CCOC(=O)C1CCCN(C(=O)c2ccc(C)c([N+](=O)[O-])c2)C1 (stereo not given)	-10	-0.8	0.7	-2	10	-3.0	-83	1.2	20	14	·
O=C(OCCN1C(=O)c2ccccc2C1=O)C1CCN(S(=O)(=O)c2cccs2)CC1	8	-1.1	1.8	4	-5	-1.6	-45	3.9	-10	8	109
C=CC[C@@H](CC(=O)N[C@@H](CO)Cc1ccccc1)C(=O)N[C@H](COC(=O)[C@H](CC=C)CC(=O)OC(C)(C)C)Cc1ccccc1	-8	-0.1	-0.6	-1	-4	-3.7	·	-0.4	-9	20	103
CCN(Cc1ccccc1)C(=O)Cn1c(=O)n(CC(=O)NCc2ccco2)c(=O)c2sccc21	-9	-0.2	1.9	-4	0	-2.1	25	3.3	-2	10	100
C=CCN1C(=O)C2(C(C#N)=C(N)Oc3n[nH]c(CCC)c32)c2ccccc21 (stereo not given)	1	-1.3	3.5	2	11	-1.3	-2	0.1	11	8	95
CCCNC(=O)COc1coc(CN2CCN(c3ccc(F)cc3)CC2)cc1=O	6	-0.2	0.6	-2	-11	-2.7	-1	2.9	16	15	92
COc1cc2nc(C)sc2cc1SC	9	-0.9	2.8	1	-9	-1.3	·	2.3	-2	8	·
Cc1cc(Br)ccc1NC(=O)c1ccccc1-c1ccccc1	-16	-1.1	4.8	-1	62	-1.0	-31	2.1	-9	5	89
O=S(=O)(Nc1cccc(-c2nc3cccnc3s2)c1)c1ccc2c(c1)OCCO2	-16	-0.9	1.4	13*	26	2.1	-23	-1.2	2	-12	72
O=C(Nc1ccc(Cl)cn1)c1ccc(COCC(F)(F)C(F)F)o1	-2	-0.2	1.9	-2	7	-3.6	-5	0.9	13	16	·
O=C(COc1ccc2ccccc2c1Br)Nc1ncn[nH]1	-4	2.5	·	2	-28	6.6	-10	0.2	-1	-35	100
CC(C)(C)c1ccc(C(=O)N2CCN(C(=O)c3ccco3)CC2)cc1	-7	1.0	3.2	4	-6	-2.4	-2	1.6	22	13	106
CCNC(=O)c1ccc2c(c1)S(=O)(=O)c1ccccc1C2=O	0	0.6	1.4	0	345	0.8	22	-1.9	3	-5	89
O=C(COc1ccc2ccccc2c1)N1CCN(C(=O)c2ccc([N+](=O)[O-])cc2)CC1	3	-0.1	4.7	1	9	0.5	11	2.9	-20	-3	101
Further records
SMILES	PKA-R1A act	Ecoli viability	phage Ecoli inh	HTR5A ag	Mot1-301 SUMO	OPRM1-OPRD1 ag	PfHsp90 yeast 2	AddAB inh	HTR5A inv ctr	MOR-DOR inv ag	Pemphigus Ab inh
CC(=O)N1N=C(C)CC1c1ccc(OCc2ccccc2)cc1 (stereo not given)	-1	1.0	5.3	3	-7	-1.5	-8	1.4	-10	8	116
O=c1sc2ccccc2n1COc1ccccc1	1	·	3.3	1	·	3.1	-3	·	-33	-17	98
Cc1cc(C)c(C#N)c(Oc2ccccc2Br)n1	0	-1.3	4.3	-3	-19	0.2	-54	-1.4	2	-1	88
COCCN(C(=O)CSc1nnc(-c2cccc(OC)c2)n1C)c1c(N)n(Cc2ccccc2)c(=O)[nH]c1=O	-2	-0.5	·	-1	388	-1.5	·	0.9	2	7	111
Cc1[nH]c2ccccc2c1C(=O)Cn1c(=O)oc2ccccc21	-7	-1.3	·	3	-2	0.1	-15	-1.9	-14	-1	95
C=CCn1c(SCC(=O)c2ccc(NS(=O)(=O)c3ccccc3)cc2)nnc1-c1cccs1	-7	-0.7	2.0	6	-6	-1.4	-10	1.8	-1	8	·
CCN(CC)c1ccc(CNc2nnnn2C)cc1	-6	2.4	1.9	1	8	-3.7	-8	-0.7	-3	19	110
CC(C)C(=O)Nc1ccc(NC(=S)NC(=O)c2ccc([N+](=O)[O-])cc2)cc1	4	-2.1	3.8	-1	1	-1.4	8	-0.8	-5	7	100
Cc1nnsc1C(=O)Nc1ccc(S(=O)(=O)N2CCCCC2)cc1	-3	-0.2	2.2	2	-5	-1.6	0	3.0	-4	8	99
CCOC(=O)CN(C(=O)CSc1nnc2c(n1)[nH]c1ccc(F)cc12)c1ccccc1	-16	1.6	0.6	3	-13	-1.8	23	1.0	-16	10	·
CCOC(=O)C(C(=O)N1CCOCC1)C1CCCCC1 (stereo not given)	-4	-0.2	1.3	1	-7	-2.0	-14	0.3	-4	11	99
